Screening data as filed in PubChem BioAssay.
ROC1-CUL1 inh = blocks human RBX1-Cullin-1 di-ubiquitin formation | P62877+Q13616 | in vitro K48 di-Ub FRET, acceptor:donor ratio, 45 min | inhibition, % at 10 µM | actives 0.6% (n = 140,000) | AID 1347404; in the data active means inhibition above about 25%
Target sequence (P62877 whole entry, looked up): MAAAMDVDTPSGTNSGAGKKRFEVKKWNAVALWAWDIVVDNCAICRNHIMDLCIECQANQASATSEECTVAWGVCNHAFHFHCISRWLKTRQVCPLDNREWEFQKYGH
Target sequence (Q13616 whole entry, looked up): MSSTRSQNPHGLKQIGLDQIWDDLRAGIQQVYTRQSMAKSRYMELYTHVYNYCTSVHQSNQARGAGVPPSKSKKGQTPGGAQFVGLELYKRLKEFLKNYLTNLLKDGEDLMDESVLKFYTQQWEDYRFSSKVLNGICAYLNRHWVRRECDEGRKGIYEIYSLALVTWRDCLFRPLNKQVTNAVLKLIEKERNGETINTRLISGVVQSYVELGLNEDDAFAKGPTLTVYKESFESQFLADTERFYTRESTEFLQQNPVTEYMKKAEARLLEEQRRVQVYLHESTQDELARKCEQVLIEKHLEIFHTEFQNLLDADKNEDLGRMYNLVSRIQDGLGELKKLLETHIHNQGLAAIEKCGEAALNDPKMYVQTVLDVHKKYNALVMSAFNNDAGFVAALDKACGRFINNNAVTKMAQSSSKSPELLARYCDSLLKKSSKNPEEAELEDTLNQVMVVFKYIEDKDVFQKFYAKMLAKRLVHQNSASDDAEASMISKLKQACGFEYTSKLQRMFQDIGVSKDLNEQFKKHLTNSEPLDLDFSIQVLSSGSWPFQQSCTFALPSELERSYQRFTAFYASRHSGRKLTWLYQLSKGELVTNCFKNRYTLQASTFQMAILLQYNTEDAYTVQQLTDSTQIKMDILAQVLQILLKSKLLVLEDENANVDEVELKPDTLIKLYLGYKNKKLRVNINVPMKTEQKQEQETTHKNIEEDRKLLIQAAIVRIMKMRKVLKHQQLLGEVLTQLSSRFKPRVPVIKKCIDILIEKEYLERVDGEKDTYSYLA
The depositor's hits bear a star. These rows are one share of the data. The share of hits here may be higher or lower than overall.

SMILES | ROC1-CUL1 inh
CC1CCC(C)N(C(=O)c2cc3n(n2)C(C(F)(F)F)CC(c2ccccc2)N3)C1 (stereo not given) | 2
CCOc1ccc(C(=O)Nc2nnc(C(C)C)s2)cc1OCC | -1
COc1ccc(CN2COc3ccc4c(-c5ccccc5)cc(=O)oc4c3C2)cc1OC | -4
O=C(Nc1ccccc1-n1cccc1)c1ccc(Br)cc1Br | 2
CC(C)Oc1ccc(CNC(=O)c2ccc3nc(Cc4ccccc4)oc3c2)cc1 | -8
O=C(Cn1ncc2c3ccccc3n(Cc3ccccc3F)c2c1=O)NC1CCCCCC1 | 6
CCOCCn1c(=O)c2c(nc3n(-c4cccc(Cl)c4)c(C)c(C)n23)n(C)c1=O | 1
COc1ccc(S(=O)(=O)N2CCN(c3ccccc3)CC2)cc1-c1noc(C)n1 | -12
Cc1ccccc1NS(=O)(=O)Cc1ccccc1F | -9
COCCOC(=O)C1C(C)=NC(=O)CC1c1ccccc1Cl (stereo not given) | -8
CC1C2=C(CCCC2=O)OC(=N)C1C#N (stereo not given) | 0
CCC(=O)N1c2ccccc2CC1C(=O)NCCCN1CCN(c2ccccc2)CC1 (stereo not given) | -10
COc1cc(NCCN)c2ncccc2c1Oc1ccc(F)cc1 | -8
CC(=O)N1CCCc2cc(S(=O)(=O)N3CCC(C(=O)NCCC(C)C)CC3)ccc21 | 3
CC(NC(=O)CSc1nc(-c2cccc(Cl)c2)nc2cc(=O)[nH]n12)c1nc2ccccc2n1C (stereo not given) | 6
COC(=O)c1ccccc1NC(=O)CCSc1ccc(C)cc1 | -1
CN(C)c1ccc(C(CC(=O)O)C(=O)O)cc1 (stereo not given) | -4
CCc1cccc(C)c1NC(=O)C(c1ccccc1)N1CCC1=O (stereo not given) | -10
CCOc1cccc(CC(=O)N2CCc3c([nH]c4ccccc34)C2c2ccc(C)cc2)c1OCC (stereo not given) | 9
COc1ccccc1OCC(=O)NCC1(N2CCOCC2)CCCCC1 | -4
CC(=O)c1ncnn1CC(=O)c1ccc(Cl)cc1Cl | -5
CN(C)/C=C1/CCc2c([nH]c3ccccc23)C1=O | 4
CCCCC1C(=O)c2ccccc2N(C)C1=O (stereo not given) | 5
O/N=C1\CCCc2oc3c(c21)CCCC3 | 4
CCN(CC)C(=O)CSc1nc(C)cc(-c2cccs2)c1C#N | -5
The results go on:
SMILES | ROC1-CUL1 inh
CCOc1ccc(NC(=O)C2CCCN(c3nnc(-n4c(C)ccc4C)s3)C2)cc1 (stereo not given) | 4
CCCOc1cccc(-c2cc(C(=O)Nc3nc4ccc(S(C)(=O)=O)cc4s3)c3ccccc3n2)c1 | 11
Cc1cc(C)c(CN2CCC(N3CCCC(C(=O)NC4CC4)C3)CC2)cc1C (stereo not given) | 3
CCOC(=O)c1sc2nc(C)ccc2c1N | -8
CCOc1cc(/C=N/NC(=O)c2cc3c(C)nn(-c4ccccc4)c3s2)ccc1O | -5
O=C(NC1CC(=O)N(Cc2cccc(F)c2)C1)C(=O)c1ccco1 (stereo not given) | -1
COc1cc(I)c(CCNC(C)=O)cc1OC | 13
Cc1cccc(S(=O)(=O)c2cn(Cc3ccc(F)cc3)c3cc(N4CCCCC4)c(F)cc3c2=O)c1 | -7
COc1ccc(C(=O)Cc2nnc(C)s2)cc1 | -9
CC1CCN(CCCCOc2cccc(C(C)C)c2)CC1 | 2
O=C(Nc1ccc(S(=O)(=O)N2CCOCC2)cc1)C(F)(F)F | -4
O=C(COc1ccccc1)Nc1ccc(N2CCC(NCC3OCCc4ccccc43)CC2)cc1 (stereo not given) | 4
CCCC(=O)Nc1cccc(-c2cn3c(C)csc3n2)c1 | 8
O=C(Nc1ccc(Br)cc1)C1CCCN1C(=O)c1cccs1 (stereo not given) | -13
CCN1CCN(c2nc(-c3ccc(Cl)cc3)nc3ccccc23)CC1 | 5
CCc1ccc(NC(=O)CCS(=O)(=O)c2ccc3c(c2)CCN3C(C)=O)cc1 | -2
O=C(Cc1cccs1)NC1CC(=O)N(c2ccc(Cl)cc2)C1 (stereo not given) | -1
CC(C)(C)c1ccc(OCC(=O)Nc2ccc(S(=O)(=O)Nc3ncccn3)cc2)cc1 | 1
CCOC(=O)c1c(NC(=O)CCN2CCOCC2)sc(C)c1-c1ccc(Cl)cc1 | 1
Cc1ccc(Cn2c(=O)n(Cc3ccc(Cl)cc3)c(=O)c3cccnc32)cc1 | 2
CC(C)(C)c1ccc(C(=O)Nc2nc3nc(-c4ccccc4)cc(=O)n3[nH]2)cc1 | 1
Cn1cc(Cl)c(C(=O)OCC(=O)Nc2nc(-c3ccc(Br)cc3)cs2)n1 | 10
CC(C)c1nc2cc(C(=O)N3CCNC(=O)C3Cc3ccccc3)ccc2o1 (stereo not given) | 9
Cc1ccc(C2CC(=O)C(C=NCCN3CCN(C(=O)c4ccccc4)CC3)C(=O)C2)cc1 (stereo not given) | 7
CC(=O)NC(=S)Nc1sc2c(c1C#N)CCCC2 | -2

The last 2 compounds of the part before come first, to join the parts:
SMILES | ROC1-CUL1 inh
Cc1ccc(C2CC(=O)C(C=NCCN3CCN(C(=O)c4ccccc4)CC3)C(=O)C2)cc1 (stereo not given) | 7
CC(=O)NC(=S)Nc1sc2c(c1C#N)CCCC2 | -2
COc1ccc(C2c3c(n[nH]c3-c3ccccc3)OC(=N)C2C#N)cc1 (stereo not given) | 3
O=S(=O)(Nc1nnc(-c2ccccc2)o1)c1ccccc1 | 1
COCCCNC(=O)c1ccc(Cn2c(=O)c3ccccc3n(Cc3c(C)cc(C)cc3C)c2=O)cc1 | -5
c1ccc2c(c1)OCC(c1csc3ncnc(N4CCCC4)c13)O2 (stereo not given) | 3
CCOc1ccc(/C=C/C(=O)Nc2ccc(F)cc2F)cc1 | -3
O=C1O/C(=C\c2ccccc2)C(c2ccccc2)=C1c1ccccc1 | 1
COc1ccccc1Sc1ccccc1[N+](=O)[O-] | -5
S=C1NCCOCCOCCNC(=S)N2CCOCCOCCN1CCOCCOCC2 | 4
Cc1cc(C)n(C(=O)c2cc(-c3ccc(C)o3)nc3ccccc23)n1 | 4
COc1ccc(C2C3C(=O)N(c4ccccc4)C(=O)C3ON2c2ccccc2)cc1 (stereo not given) | -2
O=C(CCn1nnnc1CN1CCOCC1)N1CCCC1c1ccc(F)cc1 (stereo not given) | 2
O=C(NCc1ccccc1)c1cc(Cl)c2c(Cl)cc(Cl)cc2n1 | 11
Cc1ccc(S(=O)(=O)NCCSc2nnnn2-c2ccc(Cl)c(C(=O)O)c2)cc1 | 1
O=C1CCCc2[nH]c(=O)c(C(=O)NCc3ccccc3)cc21 | 4
O=C(Nc1ccc(OC(F)(F)F)cc1)C1CCN(S(=O)(=O)c2ccc3[nH]c(=O)ccc3c2)CC1 | 1
COC(=O)CNC(c1ccccc1)c1cc(Br)ccc1NC(=O)c1ccc(Cl)cc1 (stereo not given) | -1
Cc1ccc(S(=O)(=O)N/N=C/c2ccccc2SC(C)(C)C)cc1 | -2
CCCCN1C(=O)C(NC(=O)CC(C)C)(C(F)(F)F)C2=C1CC(C)(C)CC2=O (stereo not given) | -5
Cc1ccc(OCC(=O)Nc2ccccc2C(=O)OCc2cc(=O)n3ccsc3n2)cc1 | -12
CCCCCCCCCC(=O)N(CN1C(=O)c2ccccc2C1=O)c1cccc(Cl)c1 | 1
CNS(=O)(=O)c1ccc(NC(=O)C2CC3C=CC2C3)cc1 (stereo not given) | -9
O=C(Nc1ccc(Cl)cc1C(=O)NCCCCO)c1ccc(Cl)cc1Cl | 6
N#Cc1sc2ccccc2c1N | 2
CCCOC(=O)c1ccc(NC(=O)c2cc(-c3ccc4c(c3)OCO4)nc3ccccc23)cc1 | 12
CCOCc1nnc(NS(=O)(=O)c2ccccc2)s1 | -6

Some of the entries above, reformatted:
c1ccc2c(c1)OCC(c1csc3ncnc(N4CCCC4)c13)O2 (stereo not given)
  ROC1-CUL1 inh: 3
CCOc1ccc(/C=C/C(=O)Nc2ccc(F)cc2F)cc1
  ROC1-CUL1 inh: -3

The list continues.
SMILES | ROC1-CUL1 inh
Cc1ccc(C(=O)Nc2nnc(S(=O)(=O)N(C)Cc3ccc(Cl)cc3)s2)cc1 | -1
CCOc1ccc(S(=O)(=O)N2CCN(c3ccccc3)CC2)cc1CC | 6
COC(=O)c1c(NC(=O)COc2ccc(Br)cc2)sc2c1C(C(=O)OC)CC2 (stereo not given) | 4
CC(C)(C)c1ccc(C(=O)N2CCC(C(=O)Nc3ccc(Cl)c(Cl)c3)CC2)cc1 | -5
CC1Nc2cccnc2S(=O)(=O)N1 (stereo not given) | 3
CCCc1ccc(-c2c3c(c(-c4ccccc4)n2-c2ccccc2)C(=O)c2ccccc2C3=O)cc1 | -7
CCOC(=O)N1CCN(C(=O)c2ccc(N3CCC(NC(C)c4cn(C)nc4C)CC3)cc2)CC1 (stereo not given) | 8
O=C(O)CCC(=O)c1cccc([N+](=O)[O-])c1 | 8
COc1cc(OC)c(NC(=O)c2ccc3c(Cl)c4c(nc3c2)CCCC4)cc1Cl | -9
CCCc1c(C(=O)Nc2ccccc2)nnn1-c1ccc(C)cc1 | 0
CCCCN(C)CCCNC(=O)c1cc(-c2ccc(Br)s2)nc2ccccc12 | 5
CCC(=O)Nc1cc2nn(-c3ccc(C)cc3)nc2cc1C | 6
Oc1cccc(C=Nc2cc(Cl)cc(Cl)c2)c1O | 7
Cc1ccc2c(c1)NC(C)(C)c1ssc(=Nc3ccc(S(=O)(=O)Nc4ncccn4)cc3)c1-2 | 1
CC(Cc1ccccc1)NC(=O)C1CCC1 (stereo not given) | -12
CCc1ccccc1NC(=O)Cn1nc(C(F)(F)F)c2c1CCCC2 | 6
CCNC(=O)N1CCC(n2cc(CN(C)Cc3ccccn3)nn2)CC1 | 9
COc1cc2c(=O)n(Cc3ccco3)c(=O)n(CC(=O)Nc3ccc(F)cc3)c2cc1OC | -6
Cn1c(=O)c2c(nc3n2CC(C(C)(C)C)=NN3)n(C)c1=O | 4
COC(=O)C(NC(=O)Cc1ccccc1)(Nc1ncc(C)s1)C(F)(F)F (stereo not given) | -1
COc1ccc(CCNC(=O)c2ccc3c(c2)CCN3S(C)(=O)=O)cc1 | -1
CC(C)(C)c1ccc(C(=O)Nc2ccc(C#N)cc2)cc1Br | -6
COc1cccc(NC(=O)Nc2ccc3nc(N4CCN(C)CC4)cc(C)c3c2)c1 | -15
CC(=O)Oc1ccc(N2C(=O)CC(N3CCN(c4ccccc4)CC3)C2=O)cc1 (stereo not given) | -2
N=C(N)CCCOc1ccccc1-c1ccccc1 | 2

Rewritten with values ahead of the structure: 21 of the compounds above
ROC1-CUL1 inh	mol
-1	Cc1ccc(C(=O)Nc2nnc(S(=O)(=O)N(C)Cc3ccc(Cl)cc3)s2)cc1
6	CCOc1ccc(S(=O)(=O)N2CCN(c3ccccc3)CC2)cc1CC
4	COC(=O)c1c(NC(=O)COc2ccc(Br)cc2)sc2c1C(C(=O)OC)CC2 (stereo not given)
-5	CC(C)(C)c1ccc(C(=O)N2CCC(C(=O)Nc3ccc(Cl)c(Cl)c3)CC2)cc1
3	CC1Nc2cccnc2S(=O)(=O)N1 (stereo not given)
-7	CCCc1ccc(-c2c3c(c(-c4ccccc4)n2-c2ccccc2)C(=O)c2ccccc2C3=O)cc1
8	CCOC(=O)N1CCN(C(=O)c2ccc(N3CCC(NC(C)c4cn(C)nc4C)CC3)cc2)CC1 (stereo not given)
8	O=C(O)CCC(=O)c1cccc([N+](=O)[O-])c1
-9	COc1cc(OC)c(NC(=O)c2ccc3c(Cl)c4c(nc3c2)CCCC4)cc1Cl
0	CCCc1c(C(=O)Nc2ccccc2)nnn1-c1ccc(C)cc1
5	CCCCN(C)CCCNC(=O)c1cc(-c2ccc(Br)s2)nc2ccccc12
6	CCC(=O)Nc1cc2nn(-c3ccc(C)cc3)nc2cc1C
7	Oc1cccc(C=Nc2cc(Cl)cc(Cl)c2)c1O
1	Cc1ccc2c(c1)NC(C)(C)c1ssc(=Nc3ccc(S(=O)(=O)Nc4ncccn4)cc3)c1-2
-12	CC(Cc1ccccc1)NC(=O)C1CCC1 (stereo not given)
6	CCc1ccccc1NC(=O)Cn1nc(C(F)(F)F)c2c1CCCC2
9	CCNC(=O)N1CCC(n2cc(CN(C)Cc3ccccn3)nn2)CC1
-6	COc1cc2c(=O)n(Cc3ccco3)c(=O)n(CC(=O)Nc3ccc(F)cc3)c2cc1OC
4	Cn1c(=O)c2c(nc3n2CC(C(C)(C)C)=NN3)n(C)c1=O
-1	COC(=O)C(NC(=O)Cc1ccccc1)(Nc1ncc(C)s1)C(F)(F)F (stereo not given)
-1	COc1ccc(CCNC(=O)c2ccc3c(c2)CCN3S(C)(=O)=O)cc1

Continued.
SMILES | ROC1-CUL1 inh
O=c1oc2ccc(Cl)cc2n1CCO | 6
CCOC(=O)C(NC(=O)c1c(F)cccc1F)(Nc1ccc(F)c(Cl)c1)C(F)(F)F (stereo not given) | 6
CN(C)c1ccc(/C=C(\c2ccccc2)c2nc3ccccc3[nH]2)cc1 | -3
CCCCN(C)CCCNC(=O)c1cn(CC)c2ccc(S(=O)(=O)N3CCc4ccccc4C3)cc2c1=O | -6
Nc1nc(-c2ccco2)nn1C(=O)c1ccco1 | 5
O=C(CN1C(=O)CCc2cc(Br)ccc21)Nc1ccc(OC(F)(F)F)cc1 | 0
